High-throughput results as filed in PubChem.
BL2 CD40 inh = inhibitors of CD40-induced NF-kB signaling, primary screen, BL2 cells, luciferase reporter, single point; inhibition, % at 10 µM; CD40L-induced, 4 h; 83,000 compounds, 0.94% hits;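 active = mean inhibition of at least 50% with a set share of replicates also reaching that level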;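 note: 0% = neutral control wells and 100% = IKK inhibitor VII at 50 µM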
* hit, by the source's call; & = joins results of further samples; [ ] = dose if it differs, or a comment. This is a subset; rates above refer to the full screens.

The opening 2 compounds as a preview:
SMILES	BL2 CD40 inh
C[C@H]1CN([C@@H](C)CO)C(=O)c2c(c3ccccc3n2C)-c2ccccc2CO[C@H]1CN(C)C(=O)C1CC1	-8
COc1cccc(CN2C[C@@H]3N[C@H](C2)C3c2ccc(-c3ccccc3C)cc2)c1 (some centres not stated)	26&7[25 µM]

Results, repeating the preview:
SMILES	BL2 CD40 inh
C[C@H]1CN([C@@H](C)CO)C(=O)c2c(c3ccccc3n2C)-c2ccccc2CO[C@H]1CN(C)C(=O)C1CC1	-8
COc1cccc(CN2C[C@@H]3N[C@H](C2)C3c2ccc(-c3ccccc3C)cc2)c1 (some centres not stated)	26&7[25 µM]
C=CCc1cccc(/C=N/NC(=O)CN2CCN(Cc3ccccc3)CC2)c1O	-19[25 µM]
Cn1c(=O)[nH]c(=O)c2c1nc(N1CCCCC1)n2CCOc1ccccc1	-4
COc1ccc2c3c([nH]c2c1)[C@@H](CO)N(C)CC31CN(C(=O)C2CC2)C1	2[25 µM]
C[C@H](CO)N1C[C@H](C)[C@@H](CN(C)S(=O)(=O)c2ccccc2F)OCc2ccccc2-c2ccccc2C1=O	15
O=C(Nc1ccc(Oc2ncccn2)cc1)c1ccco1	-21
Nc1ccc2c(c1)-c1ccc(F)cc1C2=O	-33
COc1ccc(CN2[C@H](CO)[C@H]3c4ccccc4N(C(=O)c4ccccc4)C[C@H]32)cc1	0
CC(C)S(=O)(=O)NC(=O)C1(C)CCN1C(=O)Cc1ccccc1Cl (configuration not stated)	7
CCOc1ccc(S(=O)(=O)N2CCOCC2)cc1NC(=O)CN1C(=O)NC(C)(C2CC2)C1=O (configuration not stated)	-4
CC(=O)/C=C/c1ccc(C)o1	-1
COc1ccc(C(=O)OCC(=O)NC(=O)NC(C)C)cc1OC	0
Cc1ccc(S(=O)(=O)N(C)C)cc1NC(=O)CN1C(=O)NC2(CCc3ccccc32)C1=O (configuration not stated)	-9
Cc1ccc2cc(CN(C)C(=O)C3CCCO3)c(=O)[nH]c2c1 (configuration not stated)	-24
O=C(COC(=O)c1cc(S(=O)(=O)N2CCOCC2)ccc1Cl)NC1CC1	14
O=C(c1ccc(CNS(=O)(=O)c2ccccc2)cc1)N1CCN(c2ccccn2)CC1	4
O=C(C1CCOCC1)N1CC(=O)N2[C@@H](CO)[C@@H](c3ccc(-c4cccnc4)cc3)[C@@H]2C1	-2[25 µM]
Fc1cccc(-c2ccc(C3[C@H]4CNC[C@@H]3N4Cc3cccnc3)cc2)c1 (some centres not stated)	-3
CN1C(=O)c2cc(NC(=O)Cc3cccs3)ccc2OC[C@@H]2O[C@@H](CC(=O)N[C@@H]3CCN(Cc4ccccc4)C3)CC[C@H]21	4[25 µM]
Cc1ccc(NC(=O)CSc2ccccc2)cc1S(=O)(=O)N1CCOCC1	-11
CCOC(=O)N1CCc2c(sc(NC(C)=O)c2C(N)=O)C1	11
Cn1nc(C(=O)NC2CCCCC2)c2ccccc2c1=O	8
Cc1noc(C)c1NC(=O)N[C@H]1CC[C@@H](CCNC(=O)C2CCCCC2)O[C@@H]1CO	-6
CC1(C(=O)Nc2ccc3c(c2)OCCO3)CCN1C(=O)C1(c2ccc(Cl)cc2)CCC1 (configuration not stated)	29
O=C(CCn1c(=O)[nH]c2ccsc2c1=O)N1CCN(Cc2ccc3c(c2)OCO3)CC1	2
O=C(CCCSc1nc2ccccc2s1)NCc1ccco1	-33
COc1ccc(C(=O)N/C(=C\c2ccc3c(c2)OCO3)C(=O)Nc2ccc(C(=O)O)cc2)cc1	21
CCOc1cc(N2CCOCC2)c(OCC)cc1NC(=O)CN1CCCC1	4
CCOc1cc2c(cc1O)CCC1C2CCC2(C)C(O)CCC12 (configuration not stated)	-26
CCC1(CC)NC(=O)N(CC(=O)OCC(=O)c2ccccc2OC)C1=O	1
O=C(CC1CCCC1)NNC(=O)c1ccc(F)cc1	-14
Nc1nn2cc(-c3ccccc3)nc2c2ccccc12	-65
COc1ccc(CNC(=O)CC23CC4CC(CC(C4)C2)C3)cc1OC	-5
CCCNC(=O)N1[C@H](C#N)[C@@H](c2ccccc2C2=CCCC2)[C@@H]1CO	17[25 µM]
Cc1ccc(-c2nnc(-c3ccc4ccccc4c3)o2)cc1	-43
Cc1cccc2c1CC(C)(C)N/C2=C\C(N)=O	2
COCCNC(=O)C(NC(=O)C1CCCCC1)C(C)C (configuration not stated)	20
CC(C)[C@H]1COCn2nncc2CC[C@H](Cc2ccc(Cl)cc2)C(=O)N1	24[25 µM]
COc1ccc(Nc2nc(N)nc(CSc3nc(C)cc(C)n3)n2)cc1	-10
CCc1nc(NCc2ccccc2)c(C#N)c2c1CCCC2	14
C[C@@H]1CN([C@@H](C)CO)C(=O)c2ccccc2-c2ccccc2CO[C@@H]1CN(C)S(=O)(=O)c1ccccc1C#N	-11[25 µM]
CN(C)C(=O)c1cccc(-c2ccc(C3[C@@H]4CN(C(=O)c5cnccn5)C[C@H]3N4)cc2)c1 (some centres not stated)	6&-4[25 µM]
Cc1ccc(NCC(=O)N/N=C/c2cccn2C)cc1	-6
CCCCc1ccc(S(=O)(=O)NC(=O)C2(C)CCN2C(=O)C/C=C/c2ccccc2)cc1 (configuration not stated)	7

Reformatted: results already given.
smiles | BL2 CD40 inh
CCOc1cc(N2CCOCC2)c(OCC)cc1NC(=O)CN1CCCC1 | 4
CCOc1cc2c(cc1O)CCC1C2CCC2(C)C(O)CCC12 (configuration not stated) | -26
CCC1(CC)NC(=O)N(CC(=O)OCC(=O)c2ccccc2OC)C1=O | 1
O=C(CC1CCCC1)NNC(=O)c1ccc(F)cc1 | -14
Nc1nn2cc(-c3ccccc3)nc2c2ccccc12 | -65
COc1ccc(CNC(=O)CC23CC4CC(CC(C4)C2)C3)cc1OC | -5
CCCNC(=O)N1[C@H](C#N)[C@@H](c2ccccc2C2=CCCC2)[C@@H]1CO | 17[25 µM]
Cc1ccc(-c2nnc(-c3ccc4ccccc4c3)o2)cc1 | -43
Cc1cccc2c1CC(C)(C)N/C2=C\C(N)=O | 2
COCCNC(=O)C(NC(=O)C1CCCCC1)C(C)C (configuration not stated) | 20
CC(C)[C@H]1COCn2nncc2CC[C@H](Cc2ccc(Cl)cc2)C(=O)N1 | 24[25 µM]
COc1ccc(Nc2nc(N)nc(CSc3nc(C)cc(C)n3)n2)cc1 | -10
CCc1nc(NCc2ccccc2)c(C#N)c2c1CCCC2 | 14
C[C@@H]1CN([C@@H](C)CO)C(=O)c2ccccc2-c2ccccc2CO[C@@H]1CN(C)S(=O)(=O)c1ccccc1C#N | -11[25 µM]
CN(C)C(=O)c1cccc(-c2ccc(C3[C@@H]4CN(C(=O)c5cnccn5)C[C@H]3N4)cc2)c1 (some centres not stated) | 6&-4[25 µM]
Cc1ccc(NCC(=O)N/N=C/c2cccn2C)cc1 | -6
CCCCc1ccc(S(=O)(=O)NC(=O)C2(C)CCN2C(=O)C/C=C/c2ccccc2)cc1 (configuration not stated) | 7

(more compounds)
SMILES	BL2 CD40 inh
CCOc1ccc(Cc2nnc(SCC(=O)Nc3ccc(OC)cc3)n(N)c2=O)cc1	-3
O=C(OCC(=O)N1CCOCC1)c1ccc2[nH]c3c(c2c1)CCCC3	-17
CCC(C)N1C(=O)CCC1C(=O)O (configuration not stated)	10
CC(C)C(=O)Nc1c(O)c2ccccc2[nH]c1=O	-2
O=C(NCCCN1CCCC1=O)c1cccc(S(=O)(=O)Nc2ccc(Br)cc2)c1	11
CC1CCCC(NC(=O)CSC2=Nc3ccccc3C3CC=NN23)C1C (configuration not stated)	8
O=C(COC(=O)c1ccc(F)cc1)Nc1ccc2c(c1)OCO2	-51
CN1C(=O)c2cc(NS(C)(=O)=O)ccc2OC[C@H]2O[C@H](CC(=O)N3CCOCC3)CC[C@H]21	0[25 µM]
CC(C)NC(=O)N[C@@H]1CC[C@@H](CC(=O)NCCCN(C)C)O[C@@H]1CO	-7[25 µM]
CCCCn1c(N)c(N(CC(C)C)C(=O)c2cccs2)c(=O)[nH]c1=O	10
COc1ccccc1N1CCN(Cc2cnc3ccc(Cl)cn23)CC1	15
O=C([C@@H]1[C@@H](CO)[C@@H]2Cn3c(cccc3=O)[C@@H]2N1C(=O)CC1CC1)N1CCc2ccccc2C1	0[25 µM]
CCCOc1ccccc1OCC(=O)Nc1cc(Cl)ccc1-n1cncn1	-17
Cn1nc(C(F)(F)F)c2cc(C(=O)O)sc21	13
Cc1ccc(S(=O)(=O)N(C)CC(=O)Nc2cccc3c2CCCC3)cc1	12
Cc1cccc(-c2ccc(C3[C@@H]4CN(C(=O)C5CCOCC5)C[C@H]3N4)cc2)c1 (some centres not stated)	-1[25 µM]
Cc1ccc(C)c(NC(=O)CN(C)C(=O)c2cccc(Oc3ccccc3)c2)c1	18
CCOC(=O)C1(C)CCCN1C(=O)c1ccc(N(C)C)cc1 (configuration not stated)	10
COc1ccc(CC(=O)NNC(=O)c2cc(C)oc2C)cc1OC	6
CNCCCOc1ccc(C)cc1Br	0
CC(=O)Nc1cc(-c2cccc(NS(C)(=O)=O)c2)cn2c(-c3ccc(F)c(Cl)c3)cnc12	-28
Cc1ccc(/C=C/C(=O)OCC(=O)NCc2cccs2)o1	-8
Cc1nc(N2CCN(C(=O)c3ccco3)CC2)c2c3c(sc2n1)CCCC3	9
N#C[C@H]1[C@H](c2ccccc2)[C@@H](CO)N1C(=O)CN1CCOCC1	-22[25 µM]
COc1ccc(C(=O)N2CCc3[nH]nc(-c4ccccc4)c3C2)cc1	-7
O=C(Cn1cnc2ccccc2c1=O)Nc1nc2ccccc2s1	2
COCCOC(=O)c1c(C)n(C)c2ccc(OC(=O)c3ccco3)cc12	-7
COc1cc(-c2ccc3cc(OC)c(OC)c(OC)c3c2)cc(OC)c1OC	2
Cc1c(NC(=O)c2cccc(NC(=O)C(C)Oc3ccccc3)c2)c(=O)n(-c2ccccc2)n1C (configuration not stated)	5
Cc1ccc(S(=O)(=O)N(C)CC(=O)Nc2cc(C)ccn2)cc1	-58
O=C(CCn1cccc1)Nc1nccs1	5
CNC[C@H]1OCc2cn(nn2)CCCC(=O)N([C@@H](C)CO)C[C@H]1C	2[25 µM]
Cc1ccc(F)cc1NC(=O)CSc1ncccn1	0
O=C(NCC1COc2ccccc2O1)c1cccc(S(=O)(=O)N2CCN(c3ccccc3)CC2)c1 (configuration not stated)	9
O=C1NN(c2ccc(F)cc2)C(=O)/C1=C/c1cccs1	-14
COCCc1ncc(CN2CCCC(C(=O)Nc3cccc(-c4cccc(C)c4)c3)C2)cn1 (configuration not stated)	-5
CCCCN(C(=O)NC(=O)Nc1nc2ccc(OC)cc2s1)S(C)(=O)=O	-42
Cc1[nH]c(=O)[nH]c(=O)c1S(=O)(=O)N1CCCC1	4
O=c1oc(-c2ccc(Cl)cc2[N+](=O)[O-])nc2ccccc12	-11
CCOC(=O)c1c(C)n(C)c2ccc(OC)c(NC(=O)CCN3CCSCC3)c12	4
Cc1cc(C)nc(NNS(=O)(=O)c2ccc(Cl)cc2)n1	3
Cc1ccc(CSc2ccc(S(=O)(=O)N3CCCC3)cn2)cc1	21
COc1ccc([C@@H]2Sc3ccccc3NC(=O)[C@@H]2O)cc1	16
CN(CC(=O)Nc1ccccc1N1CCOCC1)CC(=O)Nc1ccc(F)c(F)c1F	8
O=C(COc1ccc(S(=O)(=O)N2CCCC2)cc1Cl)NC1CC1	2
CCOC(=O)N1CCN(C(=O)Cc2ccsc2)CC1	1
CCCNC(=O)N1[C@@H]2CNC[C@H]1C2c1ccc(-c2cccc(C)c2)cc1 (some centres not stated)	-17&-13[25 µM]
CCC1(O)CCCC2C3CCC4CC(=O)CCC4(C)C3C(=O)CC21C (configuration not stated)	8
CCCC(NCC(=O)Nc1ccccc1C(=O)NC1CC1)c1ccccc1 (configuration not stated)	-3
O=C(COC(=O)c1n[nH]c(=O)c2ccccc12)Nc1cccc(S(=O)(=O)N2CCOCC2)c1	-1
CC(C)NC(=O)N(C)C[C@H]1Oc2ccc(N(C)C)cc2CC(=O)N(C)C[C@H]1C	0
COc1ccc(-c2cc(C)no2)cc1S(=O)(=O)NCCc1ccco1	-6
CC1CCN(C(=O)COC(=O)/C=C/c2ccc([N+](=O)[O-])cc2)CC1	-5
CCn1c(=O)c(=O)[nH]c2cc(C(=O)N3CCN(Cc4ccc5c(c4)OCO5)CC3)ccc21	1
Cc1cc(C)n2nc(C(=O)N3CCN(Cc4ccc5c(c4)OCO5)CC3)nc2n1	11
O=C(CCN1C(=O)[C@@H]2Cc3ccccc3CN2C1=O)Nc1cccc(F)c1	5
CN(C)C(=O)c1ccc(-c2ccccc2[C@@H]2[C@@H](C#N)N(C(=O)C3CCC3)[C@H]2CO)cc1	-7[25 µM]
CC(=O)N1c2ccccc2C(C)=CC1(C)C	7
O=C(c1n[nH]c(=O)c2ccccc12)N1CCOCC1	12
COc1ccc(C(=O)Nc2ccc3c(c2)C(=O)N(C)C[C@@H](OC)[C@H](C)CN[C@H](C)CO3)cc1	-7

Going on with the list:
SMILES	BL2 CD40 inh
Cc1ccc(S(=O)(=O)N(CC(=O)NCc2ccco2)Cc2ccc(F)cc2)cc1	10
CC(C)CC(=O)N/C(N)=N/c1nc2ccccc2s1	-19
COc1cccc(CN(C)C[C@H]2OCc3ccccc3-c3ccccc3C(=O)N([C@H](C)CO)C[C@H]2C)c1	-3[25 µM]
N#C[C@H]1[C@@H](c2ccc(C3=CCCC3)cc2)[C@@H](CO)N1C(=O)C1CCCC1	-2
c1ccc(-c2n[nH]c(-c3ccccn3)n2)nc1	-59&-151
COc1ccc(C(=O)Nc2ccc(Br)cc2F)cc1S(=O)(=O)N1CCCC1	3
Cc1ccc(N(CC(=O)NCc2ccc(F)cc2)C(=O)c2csnn2)cc1C	3
N#Cc1ccc(OCC(=O)N(C2CCCCC2)C2CCS(=O)(=O)C2)cc1 (configuration not stated)	-10
CNC(=O)c1ccc(Oc2ccc(C(=O)NC)cc2)cc1	-3
O=C(C1CC(=O)N(C2CCCC2)C1)N1CCN(c2ccccc2)CC1 (configuration not stated)	1
CCCCCNCc1ccc(Cl)cc1	7
CCn1c(SCC(=O)c2ccccc2)nc2ccccc2c1=O	-10
COc1ccc(C(C)=O)cc1CSc1nnc(-c2ccccc2O)n1-c1ccccc1	2
C[C@H]1CN([C@@H](C)CO)C(=O)c2cc(NC(=O)Nc3cccc4ccccc34)ccc2O[C@@H]1CN(C)S(=O)(=O)c1cccs1	6[25 µM]
